# High-throughput results deposited in PubChem by several laboratories.
# AGP1-GFP MLPCN = modulators of TOR pathway AGP1-GFP in S. cerevisiae; S. cerevisiae AGP1-GFP multiplex flow cytometry, 3 h; GFP as percent of DMSO wells; GFP response vs DMSO, % at 10 µM; 320,000 tested, 0.02% active;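 active = GFP response relative to DMSO above a set limit, near screen average plus 3 SD, cut at about 150% in these data; inconclusive = fewer than 70 cells counted for the yeast strain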;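 note: median GFP channel fluorescence of the gated AGP1 strain per well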
# CR mimetic SO = caloric restriction mimetics inhibiting age-related superoxide in yeast; superoxide response (% of plate mean), % at 10 µM; 330,000 tested, 0.18% active; AID 2690; S. cerevisiae aged cells, superoxide DHE fluorescence; active compounds read low;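 active = superoxide response under a set limit, about three screen SD below normal, cut at about 65% in these data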;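 note: yeast aged for seven days with compound at 30 °C before DHE staining; 100% = average MFI of all compound-treated wells on the plate with controls excluded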
# RPL19A TOR yeast = modulators of TOR pathway RPL19A-GFP in S. cerevisiae. S. cerevisiae RPL19A-GFP strain, flow cytometry, 3 h; active compounds read low. percent response vs DMSO, % at 10 µM. 330,000 tested, 0.3% active;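 active = percent response vs DMSO below 50%; inconclusive = fewer than 70 events counted for the yeast strain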;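 note: median channel GFP fluorescence of the barcoded RPL19A-GFP strain; ratio of sample median GFP to plate DMSO average so 100% = DMSO; lower means less RPL19A-GFP as with rapamycin TOR inhibition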
# LAP4 TOR yeast = modulators of TOR pathway LAP4-GFP in S. cerevisiae | S. cerevisiae LAP4-GFP multiplex, flow cytometry GFP, 3 h; median GFP as percent of DMSO wells | 320,000 tested, 0.34% active | GFP response vs DMSO, % at 10 µM | AID 2023;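 active = GFP response vs DMSO above a set limit, about the screen mean plus 3 SD, cut at about 150% in these data; inconclusive = under 70 cell events counted for the yeast strain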
# CIT2 TOR yeast = alters CIT2-GFP fluorescence in TOR pathway yeast screen; GFP response vs DMSO, % at 10 µM; 320,000 tested, 0.065% active; S. cerevisiae CIT2-GFP strain, flow cytometry, 3 h; 100 means same as DMSO wells;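 active = GFP response relative to DMSO above a set limit, near the screen mean plus 3 SD, cut at about 150% in these data; inconclusive = Fewer than 70 cells measured for a yeast strain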;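 note: ratio of well median GFP fluorescence to mean of DMSO wells on the plate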
# MEP2-GFP yeast = modulators of TOR pathway MEP2-GFP in S. cerevisiae. GFP response vs DMSO, % at 10 µM. AID 2016. S. cerevisiae MEP2-GFP strain, flow cytometry GFP, 3 h; 100% = DMSO control level. 330,000 tested, 0.51% active;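 active = GFP response versus DMSO above a set limit, roughly screen mean plus 3 SD, cut at about 180% in these data; inconclusive = fewer than 70 cells counted for a yeast strain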;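 note: median GFP fluorescence of the barcode-gated MEP2-GFP cells per well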
# AHR activator = activates the human aryl hydrocarbon receptor. P35869. AHR-responsive luciferase reporter cells, luminescence. activation, % at 5 µM. 320,000 tested, 2.5% active; in the data active = activation above about 47%;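 note: 0% = vehicle wells and 100% = reference agonist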
# Target sequence (P35869 whole entry, looked up): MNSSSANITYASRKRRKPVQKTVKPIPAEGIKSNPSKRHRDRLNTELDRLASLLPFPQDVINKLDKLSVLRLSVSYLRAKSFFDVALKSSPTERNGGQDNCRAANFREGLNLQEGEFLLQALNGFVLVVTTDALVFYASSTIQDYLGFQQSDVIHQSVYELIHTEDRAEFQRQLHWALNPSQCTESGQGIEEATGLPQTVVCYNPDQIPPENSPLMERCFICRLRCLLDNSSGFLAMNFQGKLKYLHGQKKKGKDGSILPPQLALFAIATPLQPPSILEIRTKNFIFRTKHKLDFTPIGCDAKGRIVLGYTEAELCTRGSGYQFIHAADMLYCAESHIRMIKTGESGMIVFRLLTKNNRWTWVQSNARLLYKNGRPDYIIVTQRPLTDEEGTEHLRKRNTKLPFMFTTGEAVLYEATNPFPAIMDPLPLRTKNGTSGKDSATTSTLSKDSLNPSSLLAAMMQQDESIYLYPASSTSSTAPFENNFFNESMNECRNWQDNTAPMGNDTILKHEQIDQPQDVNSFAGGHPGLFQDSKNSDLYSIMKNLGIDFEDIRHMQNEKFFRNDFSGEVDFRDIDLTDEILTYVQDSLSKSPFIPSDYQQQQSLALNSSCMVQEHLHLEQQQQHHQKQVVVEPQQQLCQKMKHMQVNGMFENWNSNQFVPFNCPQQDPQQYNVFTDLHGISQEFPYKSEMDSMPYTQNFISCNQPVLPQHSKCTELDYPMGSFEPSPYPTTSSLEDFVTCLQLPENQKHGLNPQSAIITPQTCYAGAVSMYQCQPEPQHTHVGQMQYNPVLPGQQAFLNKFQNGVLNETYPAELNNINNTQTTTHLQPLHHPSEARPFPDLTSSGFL
# Efflux pump mplx = antifungal efflux pump inhibition, Nile Red retention. S. cerevisiae Candida pump triplex. inhibition, % at 10 µM. 330,000 tested, 0.44% active. AID 485275;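 active = plate passing quality check with inhibition over a set limit, or well fluorescence over plate mean plus 4 SD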;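 note: Nile Red retained in pooled yeast measured as flow cytometry median fluorescence; 0% = buffer negative control and 100% = Enniatin B positive control; higher means more Nile Red kept so more efflux inhibition; some compounds called inactive have numbers as strong as hits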
# Starred values were filed as active, the others as inactive; ? = inconclusive; . = not tested or not shown. Random draw from the library; any-hit rate near 3.9%.
1) Nc1c(Cl)cc(Cl)cc1C(=O)OCC(=O)N1CCCC1
2) CCOc1ccc(NC(=O)C2CCN(S(=O)(=O)c3cccs3)CC2)cc1
3) COc1ccc(Cl)cc1NC(=O)/C=C\C(=O)O
4) O=C(NCc1ccccc1)C1c2ccccc2Oc2ccccc21
5) Cc1ccc(NC(=O)c2n[nH]c(=O)c3ccccc23)cc1S(=O)(=O)N1CCOCC1
6) CC(C)(C)c1ccc(C(=O)N2CCC(C(=O)NCc3ccco3)CC2)cc1
assay / compound	1	2	3	4	5	6
RPL19A TOR yeast	102.0	101.4	101.1	98.4	98.0	104.6
CIT2 TOR yeast	95.6	95.3	110.1	88.8	98.6	108.7
AGP1-GFP MLPCN	.	98.1	101.1	99.6	98.0	110.3
Efflux pump mplx	0.0	0.0	-0.1	0.2	0.1	0.1
AHR activator	-0.3	5.2	17.2	2.1	0.0	2.2
CR mimetic SO	107.2	103.3	92.7	122.5	102.3	105.3
MEP2-GFP yeast	99.5	88.4	99.8	95.2	101.9	107.1
LAP4 TOR yeast	106.3	94.3	98.8	104.9	97.3	105.4

7) Cc1nc2ccccc2c(=O)n1CCCN1CCOCC1
8) COc1ccccc1CCNC(=O)CN1C(=O)c2ccccc2S1(=O)=O
9) O=C(O)CC(CCc1ccccc1)OC1OC(CO)C(O)C(O)C1O (configuration not stated)
10) Cn1c(=O)c2c(nc(SCC(=O)NCC3CCCO3)n2C)n(C)c1=O (configuration not stated)
11) CCOC(=O)N1CCC(NC(=O)c2cc(-c3ccc(OC)cc3)nc3ccccc23)CC1
12) COc1ccc2c(=O)c(-c3nc(C)cs3)coc2c1
assay / compound	7	8	9	10	11	12
RPL19A TOR yeast	103.5	99.1	95.8	100.1	94.8	100.3
CIT2 TOR yeast	97.6	96.0	97.0	99.9	88.5	89.9
AGP1-GFP MLPCN	105.1	104.6	100.4	102.6	93.7	96.1
Efflux pump mplx	0.1	-0.1	-0.1	0.1	0.1	0.0
AHR activator	-0.6	-1.7	-1.2	-0.2	4.4	21.5
CR mimetic SO	85.1	102.5	85.5	99.3	96.1	84.8
MEP2-GFP yeast	91.6	96.8	102.4	106.8	96.9	109.3
LAP4 TOR yeast	92.7	101.1	101.3	103.0	90.8	107.5

13) O=C(CSc1nc2ccccc2n1CC(=O)N1CCCC1)NCc1ccc2c(c1)OCO2
14) CCc1cccc(NC(=O)CN(C)S(=O)(=O)c2cccs2)c1
15) CCN(CC(=O)NC(=O)NCc1ccco1)Cc1nc2ccccc2c(=O)[nH]1
16) Cc1ccccc1C(=O)NC(CC(C)C)C(=O)Nc1cccc(S(=O)(=O)N(C)C)c1 (configuration not stated)
17) Cc1ccc2ncccc2c1[N+](=O)[O-]
18) Cc1cccc(CS(=O)(=O)c2cn(CC(=O)N3CCOCC3)c3ccccc23)c1
assay / compound	13	14	15	16	17	18
RPL19A TOR yeast	90.7	97.9	89.6	97.7	107.2	105.5
CIT2 TOR yeast	96.4	98.1	86.9	106.6	101.7	104.2
AGP1-GFP MLPCN	94.4	100.6	96.3	100.4	99.7	101.0
Efflux pump mplx	1.6	0.2	0.0	0.2	0.0	0.0
AHR activator	2.5	10.2	1.6	2.1	0.5	8.9
CR mimetic SO	89.2	103.0	107.0	86.4	97.8	100.5
MEP2-GFP yeast	92.6	99.3	91.5	113.2	100.4	106.6
LAP4 TOR yeast	90.8	102.9	103.5	90.3	89.5	103.9

19) CCCc1cc(SCC(=O)Nc2c(C)n(C)n(-c3ccccc3)c2=O)n2c(nc3ccccc32)c1C#N
20) O=S(=O)(Nc1ccc2c(c1)OCO2)c1ccc(Cl)cc1F
21) COc1cc(/C=C(/NC(=O)c2ccc(Cl)cc2Cl)C(=O)O)cc(OC)c1OC
22) O=C(c1cccc([N+](=O)[O-])c1)N1CCCC(C(=O)N2CCCCC2)C1 (configuration not stated)
23) CCC(CC)C(=O)Nc1nnc(S(=O)(=O)Nc2ccccc2C)s1
24) COCOc1ccc(C=O)c(O)c1
assay / compound	19	20	21	22	23	24
RPL19A TOR yeast	?	97.2	95.0	98.9	102.2	101.2
CIT2 TOR yeast	?	98.3	93.3	91.1	98.0	104.8
AGP1-GFP MLPCN	?	90.2	94.0	98.6	98.6	107.1
Efflux pump mplx	0.1	-0.2	0.1	0.3	2.4	-0.2
AHR activator	9.7	2.6	1.1	-0.5	2.9	1.1
CR mimetic SO	117.0	85.5	84.2	111.9	105.9	87.0
MEP2-GFP yeast	?	90.2	98.2	93.3	94.3	107.5
LAP4 TOR yeast	?	106.5	98.2	100.9	90.9	103.5

25) O=C(NC(NNc1ccc([N+](=O)[O-])cc1)(C(F)(F)F)C(F)(F)F)c1ccc(Cl)cc1
26) O=C(COC(=O)COc1ccccc1[N+](=O)[O-])Nc1ccccc1Br
27) Oc1c(Cl)cc(Cl)cc1/C=N/Nc1ncc(Br)cn1
28) O=C(COC(=O)CC1CC2CCC1C2)Nc1ccccc1Cl (configuration not stated)
29) CCOC(=O)CC1=CSC2=NS(=O)(=O)CCN12
30) COc1cc(C(C(=O)NC2CCCCC2)N(C(=O)Cc2c[nH]c3ccccc23)c2ccccc2C)cc(OC)c1OC (configuration not stated)
assay / compound	25	26	27	28	29	30
RPL19A TOR yeast	101.0	99.4	93.2	111.0	94.2	99.3
CIT2 TOR yeast	98.9	99.3	89.1	103.3	109.2	97.3
AGP1-GFP MLPCN	100.7	102.4	92.2	102.9	100.4	97.8
Efflux pump mplx	-0.2	-0.2	0.0	0.2	-0.1	0.1
AHR activator	-1.2	8.5	11.6	-1.1	-1.7	2.9
CR mimetic SO	78.9	127.7	118.9	82.3	90.8	107.4
MEP2-GFP yeast	87.5	103.3	98.1	100.8	109.7	99.6
LAP4 TOR yeast	88.6	98.6	84.1	100.1	98.5	102.2

31) Cc1nn(-c2ccccc2)cc1C(=S)Nc1ccccc1
32) Fc1cccc(F)c1/C=C/c1ccc2ccccc2n1
33) COc1cc(C(N)=O)cc(Cl)c1OCc1ccccc1
34) COc1cc(-c2noc(C)c2C#Cc2ccc(N)cc2)cc(OC)c1OC
35) CC(=O)c1ccc(OCC(=O)OCC(=O)Nc2sccc2C(N)=O)cc1
36) CCOc1c(OC(C)=O)ccc(/C=C2\N=C(SCC)SC2=O)c1[N+](=O)[O-]
assay / compound	31	32	33	34	35	36
RPL19A TOR yeast	102.9	101.0	100.7	91.7	102.2	101.2
CIT2 TOR yeast	81.1	103.0	116.3	75.7	92.7	97.7
AGP1-GFP MLPCN	88.4	99.6	95.0	76.0	101.8	97.6
Efflux pump mplx	0.2	-0.1	0.0	-0.1	-0.1	0.0
AHR activator	-10.4	47.9*	4.6	26.3	-0.6	15.5
CR mimetic SO	108.4	115.7	95.8	108.9	87.5	96.5
MEP2-GFP yeast	79.9	102.8	81.8	88.0	106.2	108.3
LAP4 TOR yeast	119.7	101.5	90.2	131.5	101.0	101.0

37) CC1(C)CC(=O)C(N=Nc2ccc(C(F)(F)F)cc2[N+](=O)[O-])=C(O)C1
38) COc1ccccc1CNC(=O)C1CCN(S(=O)(=O)c2ccc3c(c2)CC(C)N3C(=O)C2CC2)CC1 (configuration not stated)
39) COc1ccc(S(=O)(=O)N2CCC(C(=O)N[C@H](C(=O)NC3CCCC3)C(C)C)CC2)cc1
40) CCc1nc2sc(C#N)c(N)c2c2c1CCCC2
41) Cc1cc(C)cc(OCC(O)CN2CC(C)OC(C)C2)c1 (configuration not stated)
42) CC(C)=C1SC(N2CCN(c3cccc(Cl)c3)CC2)=NC1=O
assay / compound	37	38	39	40	41	42
RPL19A TOR yeast	98.5	101.7	96.7	98.0	96.9	100.0
CIT2 TOR yeast	99.9	104.8	106.9	90.4	94.0	95.8
AGP1-GFP MLPCN	105.1	101.8	96.9	97.9	99.0	98.8
Efflux pump mplx	-0.2	0.1	-0.1	0.0	0.0	0.0
AHR activator	36.8	0.7	1.1	4.0	0.9	-7.8
CR mimetic SO	104.8	108.5	89.3	88.6	100.6	100.6
MEP2-GFP yeast	101.3	116.4	98.5	107.3	96.8	113.2
LAP4 TOR yeast	103.0	98.6	90.6	121.0	90.5	123.5

43) COc1ccc(/C=N/NC(=O)c2cccc(Br)c2)cc1CN1CCOCC1
44) Cc1nnc(SCC(=O)NC(=O)NC2CCCC2)n1N
45) COc1c(Br)cc(Br)cc1C(=O)O
46) Cc1ccc(CNC(=O)N2CCN(c3ccc(C)cc3)CC2)cc1
47) Cc1cc(/C=N/NC(N)=O)c(C)n1C1CCCCC1
48) N/C(Cc1nc(-c2ccc(Br)cc2)cs1)=N\O
assay / compound	43	44	45	46	47	48
RPL19A TOR yeast	100.1	91.6	99.2	102.4	99.2	110.2
CIT2 TOR yeast	104.4	106.7	100.3	100.9	110.2	104.7
AGP1-GFP MLPCN	109.2	110.6	98.8	101.5	104.1	91.8
Efflux pump mplx	0.0	0.1	0.0	-0.1	0.0	0.0
AHR activator	5.0	1.5	3.2	-1.3	11.5	53.7*
CR mimetic SO	108.1	102.6	98.6	94.8	96.5	100.4
MEP2-GFP yeast	103.0	97.7	104.5	108.5	102.0	105.9
LAP4 TOR yeast	108.2	115.6	102.8	98.5	95.7	97.7

49) O=C(CSCC(=O)Nc1ccc2ccccc2c1)NCc1ccccc1
50) CCOC(=O)c1oc2cc(O)ccc2c(=O)c1-c1csc(C)n1
51) COc1cccc(NC(=O)Cc2ccc(C)cc2)c1
52) Cc1ccc(C2C3=C(CC(C)(C)CC3=O)Nc3[nH]c(=S)[nH]c(=O)c32)cc1 (configuration not stated)
53) Cc1noc(C)c1C(=O)N(CC(=O)Nc1ccccc1Br)Cc1ccco1
assay / compound	49	50	51	52	53
RPL19A TOR yeast	98.9	114.0	107.3	101.9	95.3
CIT2 TOR yeast	99.3	115.7	86.2	105.2	95.8
AGP1-GFP MLPCN	106.2	116.6	103.1	108.0	98.1
Efflux pump mplx	-0.1	0.0	0.0	0.0	-0.1
AHR activator	13.7	1.1	8.0	-3.0	-1.9
CR mimetic SO	115.5	103.9	101.9	101.1	101.5
MEP2-GFP yeast	100.2	115.8	111.9	106.5	96.3
LAP4 TOR yeast	101.6	119.0	114.6	103.3	93.0

# Random excerpt: 5 compounds from above.
10) Cn1c(=O)c2c(nc(SCC(=O)NCC3CCCO3)n2C)n(C)c1=O (configuration not stated)
48) N/C(Cc1nc(-c2ccc(Br)cc2)cs1)=N\O
30) COc1cc(C(C(=O)NC2CCCCC2)N(C(=O)Cc2c[nH]c3ccccc23)c2ccccc2C)cc(OC)c1OC (configuration not stated)
18) Cc1cccc(CS(=O)(=O)c2cn(CC(=O)N3CCOCC3)c3ccccc23)c1
32) Fc1cccc(F)c1/C=C/c1ccc2ccccc2n1
assay / compound	10	48	30	18	32
RPL19A TOR yeast	100.1	110.2	99.3	105.5	101.0
CIT2 TOR yeast	99.9	104.7	97.3	104.2	103.0
AGP1-GFP MLPCN	102.6	91.8	97.8	101.0	99.6
Efflux pump mplx	0.1	0.0	0.1	0.0	-0.1
AHR activator	-0.2	53.7*	2.9	8.9	47.9*
CR mimetic SO	99.3	100.4	107.4	100.5	115.7
MEP2-GFP yeast	106.8	105.9	99.6	106.6	102.8
LAP4 TOR yeast	103.0	97.7	102.2	103.9	101.5
